Fam108B counter: blocks mouse Fam108B hydrolase in RBBP9 counter-screen; recombinant Fam108B, FP-Rh probe fluorescence polarization; inhibition, % at 9.51 µM; 300,000 tested, 0.33% active; AID 1947;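 active means inhibition above the screen mean inhibition plus 3 SD, computed separately per campaign, cut at about 18% in these data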;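 further: inhibitors lower polarization as less probe binds the enzyme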
GLD-1 TGE inh: GLD-1-TGE RNA interaction inhibition (C. elegans); Q17339; purified GLD-1 + fluorescein TGE RNA, fluorescence polarization; inhibition, % at 5.96 µM; 320,000 tested, 0.44% active; AID 2280;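 active means percent inhibition above a per-plate cutoff, the plate mean of test compounds plus 3 SD, cut at about 30% in these data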;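 further: 0% = DMSO wells with GLD-1 and probe and 100% = wells lacking GLD-1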
GRK2 inh: inhibitors of human GRK2 displacing RNA aptamer; P25098; bead flow cytometry, FAM-aptamer displacement from GRK2; inhibition of aptamer binding, % at 10 µM; 330,000 tested, 0.59% active;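 active means inhibition of aptamer binding above 40%, roughly 3 SD of noise, on plates passing a quality check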;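 further: median bead fluorescence of bound FAM aptamer so fluorescent compounds give negative values; no value below 0 was filed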
CIT2 TOR yeast: alters CIT2-GFP fluorescence in TOR pathway yeast screen; S. cerevisiae CIT2-GFP strain, flow cytometry, 3 h; 100 means same as DMSO wells; GFP response vs DMSO, % at 10 µM; 320,000 tested, 0.065% active;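 active means GFP response relative to DMSO above a set limit, near the screen mean plus 3 SD, cut at about 150% in these data; inconclusive means Fewer than 70 cells measured for a yeast strain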;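 further: ratio of well median GFP fluorescence to mean of DMSO wells on the plate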
Bcl-xL primary: inhibitors of human Bcl-xL | Q07817 | GST-Bcl-xL / FITC-Bim BH3 peptide fluorescence polarization | inhibition, % at 10.9 µM | 320,000 tested, 0.7% active;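 active means inhibition above the mean of all tested compounds plus 3 SD, cutoff set per campaign, cut at about 30% in these data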;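 further: 0% = DMSO wells and 100% = unlabeled Bim-BH3 peptide competitor; inhibitors lower millipolarization by displacing the labeled peptide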
AGP1-GFP MLPCN: modulators of TOR pathway AGP1-GFP in S. cerevisiae; AID 2066; S. cerevisiae AGP1-GFP multiplex flow cytometry, 3 h; GFP as percent of DMSO wells; GFP response vs DMSO, % at 10 µM; 320,000 tested, 0.02% active;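 active means GFP response relative to DMSO above a set limit, near screen average plus 3 SD, cut at about 150% in these data; inconclusive means fewer than 70 cells counted for the yeast strain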;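 further: median GFP channel fluorescence of the gated AGP1 strain per well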
MCL1 BIM primary: MCL1-BIM-BH3 interaction inhibition (human); inhibition, % at 10.9 µM; 320,000 tested, 0.68% active; GST-MCL1 / FITC-Bim-BH3 fluorescence polarization; Q07820; AID 2057;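 active means inhibition above the mean inhibition of all tested compounds plus 3 SD, set per campaign, cut at about 40% in these data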;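 further: 0% = DMSO wells and 100% = unlabeled Bim-BH3 peptide control; higher means more loss of mP so more displacement of Bim peptide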
MEX-5 binding: C. elegans MEX-5 TCR-2 RNA binding activity; Q9XUB2; MEX-5/FITC-TCR2 RNA binding, fluorescence polarization; active compounds read low; activity score (negative = inhibition of binding), % at 10 µM; 300,000 tested, 0.38% active; AID 1832;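 active means inhibition past about -25% in most replicates, and total fluorescence under double the plate's negative control median, limit read from the data; inconclusive means replicates evenly split on the limit, or fluorescence at least double controls; inactive means too little inhibition in most replicates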;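 further: 0% = DMSO and -100% = 5 µM competing unlabeled TCR2 RNA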
VLA-4 inh: inhibition in a human VLA-4 binding assay; AID 2557; inhibition, % (about 7 µM as worked out from the volumes in the protocol); P13612; VLA-4 expressing cells, ligand binding flow cytometry; 330,000 tested, 0.2% active; in the data active means inhibition above about 50%
Target sequence (P13612 whole entry, looked up): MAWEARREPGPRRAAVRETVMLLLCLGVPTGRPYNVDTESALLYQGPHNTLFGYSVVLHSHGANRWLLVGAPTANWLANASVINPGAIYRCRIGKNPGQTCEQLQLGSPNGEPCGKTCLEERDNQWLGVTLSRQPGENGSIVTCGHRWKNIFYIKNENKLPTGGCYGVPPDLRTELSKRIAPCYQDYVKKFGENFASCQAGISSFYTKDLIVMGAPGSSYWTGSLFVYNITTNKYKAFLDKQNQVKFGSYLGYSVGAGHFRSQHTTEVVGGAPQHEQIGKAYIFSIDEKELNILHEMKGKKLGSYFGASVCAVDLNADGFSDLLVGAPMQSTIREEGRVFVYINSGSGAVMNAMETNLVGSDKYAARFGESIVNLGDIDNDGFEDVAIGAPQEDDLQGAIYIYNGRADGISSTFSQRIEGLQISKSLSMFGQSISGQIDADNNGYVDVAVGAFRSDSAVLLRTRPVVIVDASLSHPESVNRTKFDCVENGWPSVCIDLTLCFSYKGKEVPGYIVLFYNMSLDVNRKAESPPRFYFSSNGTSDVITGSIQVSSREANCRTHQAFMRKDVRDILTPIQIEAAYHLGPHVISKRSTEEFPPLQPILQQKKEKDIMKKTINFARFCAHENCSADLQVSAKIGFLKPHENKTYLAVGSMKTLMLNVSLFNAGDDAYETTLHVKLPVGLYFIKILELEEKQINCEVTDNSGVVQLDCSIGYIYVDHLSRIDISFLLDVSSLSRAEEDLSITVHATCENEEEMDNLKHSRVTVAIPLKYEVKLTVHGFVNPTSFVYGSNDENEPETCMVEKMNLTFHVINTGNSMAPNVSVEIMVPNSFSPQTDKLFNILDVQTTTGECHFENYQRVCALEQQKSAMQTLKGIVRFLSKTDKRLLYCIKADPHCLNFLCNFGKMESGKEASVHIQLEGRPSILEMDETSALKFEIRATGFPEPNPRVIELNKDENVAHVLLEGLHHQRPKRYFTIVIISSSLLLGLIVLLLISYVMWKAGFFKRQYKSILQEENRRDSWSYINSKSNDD
The depositor's hits bear a star; ? = inconclusive; / = no result given; [ ] = another dose, or the depositor's remark. Compounds as they come. About 2.2% of those tested had a hit in this group.

SMILES	Fam108B counter	GLD-1 TGE inh	GRK2 inh	CIT2 TOR yeast	Bcl-xL primary	AGP1-GFP MLPCN	MCL1 BIM primary	MEX-5 binding	VLA-4 inh
CC(N=Cc1nc(-c2ccccc2)oc1O)c1ccccc1 (centres undefined)	5	8	0	98	1	99	7	1.2	-3
CC(=O)c1cccc(NC(=O)CSc2nc(=O)n(CCN3CCOCC3)c3c2CCC3)c1	6	7	2	101	-5	104	5	-2.4	-6
COCC1CCCN(C(=O)c2ccc3oc(Cc4ccc(Cl)cc4)nc3c2)C1 (centres undefined)	2	1	0	92	4	90	-5	1.9	3
COC(=O)C1=NN(C(=O)c2ccccc2)C(C)(O)C1 (centres undefined)	3	-8	2	103	6	101	3	-1.0	-3
N=c1c2c(-c3ccccc3)c(-c3ccccc3)n(Cc3ccccc3)c2ncn1CCCO	1	-2	0	90	2	87	6	-3.2	1
O=C(CCc1nnc(Cc2ccc(-c3ccccc3)cc2)o1)NCCc1cccnc1	5	2	0	98	3	104	0	0.8	11
CN(C(=O)c1ccc(NC(=O)Cc2ccc(NC(=O)C3CCCN(C(=O)CCc4ccccc4)C3)cc2)cc1)C1CC1 (centres undefined)	/	5	0	105	2	93	0	/	1
OC(COc1ccccc1)CN1C2=NCCCN2c2ccccc21 (centres undefined)	2	3	2	102	8	96	5	0.1	13
Cc1cc(NC(=O)COC(=O)c2ccc(F)c(S(=O)(=O)N3CCOCC3)c2)no1	7	5	1	106	7	108	-3	1.7	-5
Cc1cc(C(=O)NC2CCCc3ccccc32)c(C)o1 (centres undefined)	1	4	0	93	-1	102	-1	5.0	-3
CN(CC(=O)Nc1ccc(S(=O)(=O)N2CCCC2)cc1)Cc1ccc(Cl)c(Cl)c1	-1	-5	0	109	0	102	1	-0.5	1
CCc1nc2ccccc2c(C(=O)OCC(=O)NC2CCCC2)c1C	/	2	11	102	/	102	/	/	6

Complete entries as entered above.
Cc1cc(NC(=O)COC(=O)c2ccc(F)c(S(=O)(=O)N3CCOCC3)c2)no1 as listed: Fam108B counter = 7; GLD-1 TGE inh = 5; GRK2 inh = 1; CIT2 TOR yeast = 106; Bcl-xL primary = 7; AGP1-GFP MLPCN = 108; MCL1 BIM primary = -3; MEX-5 binding = 1.7; VLA-4 inh = -5
COC(=O)C1=NN(C(=O)c2ccccc2)C(C)(O)C1 (centres undefined) as listed: Fam108B counter = 3; GLD-1 TGE inh = -8; GRK2 inh = 2; CIT2 TOR yeast = 103; Bcl-xL primary = 6; AGP1-GFP MLPCN = 101; MCL1 BIM primary = 3; MEX-5 binding = -1.0; VLA-4 inh = -3
Cc1cc(C(=O)NC2CCCc3ccccc32)c(C)o1 (centres undefined) as listed: Fam108B counter = 1; GLD-1 TGE inh = 4; GRK2 inh = 0; CIT2 TOR yeast = 93; Bcl-xL primary = -1; AGP1-GFP MLPCN = 102; MCL1 BIM primary = -1; MEX-5 binding = 5.0; VLA-4 inh = -3

An excerpt from above, showing only VLA-4 inh.
SMILES | VLA-4 inh
O=C(CCc1nnc(Cc2ccc(-c3ccccc3)cc2)o1)NCCc1cccnc1 | 11
CN(C(=O)c1ccc(NC(=O)Cc2ccc(NC(=O)C3CCCN(C(=O)CCc4ccccc4)C3)cc2)cc1)C1CC1 (centres undefined) | 1

Following part.
SMILES	Fam108B counter	GLD-1 TGE inh	GRK2 inh	CIT2 TOR yeast	Bcl-xL primary	AGP1-GFP MLPCN	MCL1 BIM primary	MEX-5 binding	VLA-4 inh
CC(C)(C)c1ccc(S(=O)(=O)Nc2ccc(Cc3ccncc3)cc2)cc1	-3	-1	0	92	-2	96	0	0.3	-2
CCc1ccc(CN(C)C(=O)C2CCC(=O)N(CC3CCCCC3)C2)cc1 (centres undefined)	5	-3	0	109	3	98	9	-0.8	-6
O=C(Nc1nnc(S(=O)(=O)N2CCOCC2)s1)c1ccccc1	-2	-6	2	82	9	88	24	2.5	2
Cc1c(C(=O)N/N=C/c2cccnc2)sc(N)c1C#N	/	/	4	93	/	100	/	-0.9	28
CC(C)OC(=O)c1c(NC(=O)c2cnn3c2NC(c2ccccc2)CC3C(F)F)sc2c1CCCC2 (centres undefined)	-4	-1	4	103	-1	101	4	3.0	-6
CCOC(=O)CN(C)C(=O)CCc1nnc(-c2ccsc2)o1	-2	2	8	75	0	94	9	2.2	4
Fc1ccc(-c2cn3ccccc3n2)cc1	-8	5	0	?	3	43[may fluoresce violet]	2	-1.9	9
O=C(OCCOc1ccccc1)c1cc(S(=O)(=O)N2CCOCC2)ccc1Cl	/	4	4	96	3	97	2	/	26
CC(Sc1ccc(Cl)cc1)C(=O)NCC1CCCO1 (centres undefined)	3	-3	1	109	2	95	4	0.5	8
CCN1CCCc2cc(CN(CCN3CCOCC3)C(=S)Nc3ccccc3C)ccc21	-1	6	1	108	3	101	2	-2.6	-4
CCOC(=O)C1CCN(C(=O)CCc2nnc3ccc(NCc4ccco4)nn23)CC1	1	5	1	99	10	108	7	-1.8	20
NC(N)=N/N=C/c1ccc(Cl)c(Cl)c1	-3	6	0	101	4	115	4	-0.8	11
CCOC(=O)C1=C(CC)Nc2ccccc2N=C1NC(=O)c1cc(S(=O)(=O)N(C)C)ccc1Cl	3	30	0	119	3	111	4	-0.2	11
Cc1cc(NC(=O)CSc2nnnn2-c2ccccc2F)no1	2	5	0	?	4	15[may fluoresce violet]	6	-1.7	5
C/C(=N\NC(=O)CSc1nc2nc(C)cc(C)n2n1)c1ccccc1	2	0	0	99	7	99	34	-1.2	9

Reprinted at random: 5 entries already listed.
SMILES	Fam108B counter	GLD-1 TGE inh	GRK2 inh	CIT2 TOR yeast	Bcl-xL primary	AGP1-GFP MLPCN	MCL1 BIM primary	MEX-5 binding	VLA-4 inh
Cc1c(C(=O)N/N=C/c2cccnc2)sc(N)c1C#N	/	/	4	93	/	100	/	-0.9	28
CCN1CCCc2cc(CN(CCN3CCOCC3)C(=S)Nc3ccccc3C)ccc21	-1	6	1	108	3	101	2	-2.6	-4
CC(Sc1ccc(Cl)cc1)C(=O)NCC1CCCO1 (centres undefined)	3	-3	1	109	2	95	4	0.5	8
CC(C)OC(=O)c1c(NC(=O)c2cnn3c2NC(c2ccccc2)CC3C(F)F)sc2c1CCCC2 (centres undefined)	-4	-1	4	103	-1	101	4	3.0	-6
NC(N)=N/N=C/c1ccc(Cl)c(Cl)c1	-3	6	0	101	4	115	4	-0.8	11
